MITF TRPM1 inh: inhibitors of MITF-driven TRPM1 promoter in melanoma cells; inhibition, % at 12.5 µM; actives 0.83% (n = 330,000); AID 488899; SK-MEL-5 TRPM1 promoter luciferase, 24 h;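 active = mean inhibition across replicates of 60% or more, whatever share of single replicates reaches that level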; note: values of inactives mirror those of a sister screen read the other way
iPSC survival up: hiPSC single-cell survival enhancement; AID 602274; actives 0.044% (n = 360,000); survival enhancement, % at 20 µM; ATPlite luminescence; 100% = ROCK inhibitor wells, 0% = DMSO; in the data active = survival enhancement above about 18%;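 note: cells exposed to compounds for 16 hours before the ATP read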
Shn3 inh set2: inhibitors of Schnurri-3 3'UTR reporter in osteoblasts; Clone20 osteoblast Shn3 3'UTR firefly luciferase, 24 h; inhibition, % at 12.5 µM; actives 0.52% (n = 360,000); AID 588674;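 active = mean inhibition of at least 75% with every replicate also reaching 75%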;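 note: 0% = median of neutral control wells and 100% = pilot-screen positive control compound; some compounds past the cut are filed as inactive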
HIF-2a block: inhibitors of HIF-2a | 786-0 RCC cells HIF-2a reporter, luciferase luminescence, overnight | inhibition, % at 18.8 µM | actives 0.72% (n = 360,000);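 active = inhibition of the luminescence signal of 40% or more relative to plate controls, in a single-dose primary screen at 18.75 µM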
NR2E3 ag-1: agonists of human NR2E3 nuclear receptor | Q9Y5X4 | CHO-S Gal4-NCOR/VP16-NR2E3 two-hybrid, luciferase | inhibition of corepressor binding, % at 3.98 µM | actives 0.35% (n = 360,000) | AID 602229;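 active = inhibition above the mean of all tested compounds plus 3 SD, cut at about 70% in these data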;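 note: 0% = DMSO with NR2E3 transfected cells and 100% = cells lacking NR2E3 construct; higher means lower luciferase signal from less NR2E3 corepressor binding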
Target sequence (Q9Y5X4 whole entry, looked up, the tested form may be a part): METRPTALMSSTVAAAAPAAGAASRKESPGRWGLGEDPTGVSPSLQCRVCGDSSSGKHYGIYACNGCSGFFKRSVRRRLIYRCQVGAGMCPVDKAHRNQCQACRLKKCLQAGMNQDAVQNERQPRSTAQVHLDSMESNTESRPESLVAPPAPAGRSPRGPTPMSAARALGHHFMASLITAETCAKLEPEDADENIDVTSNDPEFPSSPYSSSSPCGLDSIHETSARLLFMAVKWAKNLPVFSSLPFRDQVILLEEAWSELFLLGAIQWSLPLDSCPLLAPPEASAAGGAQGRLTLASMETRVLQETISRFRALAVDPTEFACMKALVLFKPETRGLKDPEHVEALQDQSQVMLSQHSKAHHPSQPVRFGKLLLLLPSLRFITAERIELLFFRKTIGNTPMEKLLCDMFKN
CF NFkB block: cystic fibrosis NF-kB activation inhibition. KKLEB NF-kB-GFP reporter, PAF-induced, GFP fluorescence overnight. inhibition, % at 5 µM. actives 0.86% (n = 360,000). AID 588850;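 active = at least 50% inhibition at 5 µM, scaled per plate between neutral and stimulator controls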;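 note: PAF is a Pseudomonas aeruginosa culture filtrate used as stimulus; plate controls were PAF-stimulated DMSO wells for no effect and unstimulated DMSO wells for full effect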
Peg3 prom inh: Peg3 promoter activity inhibition; HeLa PEG-Prom luciferase reporter, luminescence, overnight; inhibition, % at 20 µM; actives 1.7% (n = 360,000);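 active = inhibition of at least 50% at 20 µM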
TRAIL sens C8: sensitizes caspase-8 expressing cells to TRAIL; inhibition (viability loss, TRAIL sensitization), % at 10 µM; NB7+C8 cells + TRAIL, ATPlite viability luminescence; actives 1% (n = 360,000);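 active = compounds causing at least 50% loss of cell viability in the single-dose screen, relative to plate controls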
EBV LMP1 NFkB: reduces LMP1-driven NF-kappaB luciferase signal | LMP1-induced NF-kappaB luciferase reporter cells, luminescence | inhibition, % at 12.5 µM | actives 0.69% (n = 350,000); in the data active = inhibition above about 41%;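 note: 0% = neutral control wells and 100% = reference inhibitor control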
KKLEB cytotox: counter-screen for CF NF-kB inhibitors: cytotoxicity. KKLEB CF airway cells viability, ATPlite luminescence, overnight; active compounds read low; cells stimulated with P. aeruginosa culture filtrate. activity change (cytotoxicity), % at 5 µM. actives 0.36% (n = 360,000). AID 602141;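 active = corrected activity change at or below -50% at 5 µM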
NR2E3 ag-2: agonists of human nuclear receptor NR2E3; Q9Y5X4; GST-NR2E3/biotin-RetCOR TR-FRET, 1536-well; inhibition of corepressor binding, % at 4.78 µM; actives 0.12% (n = 320,000); AID 2300;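 active = percent inhibition above the cutoff of mean plus 3 SD of all tested compounds, set per screening campaign, cut at about 20% in these data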;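 note: 0% = DMSO wells and 100% = biotin wells as full block of FRET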
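Material – GST-tagged NR2E3 plus biotinylated RetCOR corepressor · Quantity – NR2E3 fusion 1.35 nM · Times – 5 h incubation at 4 °C · Medium – pH 7.5 Tris-based buffer · Technique – TR-FRET, Eu(K)-anti-GST donor, streptavidin-D2 acceptor, ex 340, em 617/671 nm · Benchmarks – high control biotin, low control 0.6% DMSO · Format – 1536-well plates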
* = called active by the depositor; x = no result given.

smiles	MITF TRPM1 inh	iPSC survival up	Shn3 inh set2	HIF-2a block	NR2E3 ag-1	CF NFkB block	Peg3 prom inh	TRAIL sens C8	EBV LMP1 NFkB	KKLEB cytotox	NR2E3 ag-2
CCCC(C(=O)NC1CCCC1)N(Cc1cccs1)C(=O)c1snc(C(N)=O)c1N (centres undefined)	3.5	-0.4	0.5	-6.0	-14.3	5.2	19.6	3.0	-6.1	-6.9	1.6
COc1ccc(Cn2c(=O)sc3ccccc32)cc1	14.1	-1.5	12.3	-0.3	23.7	-3.5	6.3	-13.2	1.4	-5.1	0.7
Cc1cc(=O)[nH]c(SCc2cccc(F)c2)n1	-0.6	-1.5	2.4	7.4	8.5	-5.5	7.6	0.6	4.4	3.3	0.8
Fc1cccc(-c2c(-c3ccccc3)ncc3cc(F)ccc23)c1	-2.8	-2.9	-1.9	-37.1	-24.2	29.2	6.8	12.5	-9.6	-6.1	5.9
CCOc1ccc(NC(=O)C(c2ccccn2)N(C(=O)CCl)c2ccc(OCC)cc2)cc1 (centres undefined)	-25.6	1.9	-56.2	-172.8	-98.7	24.8	-152.6	6.0	-8.2	-5.4	1.8
COc1ccc(CCNC(=O)CCSCc2ccccc2F)cc1OC	-8.1	-0.3	-23.5	12.7	-34.5	2.0	10.6	-7.7	-2.1	-3.2	2.1
CCOC(=O)c1cnc2ccc(C(=O)OC)cc2c1NCCCN1CCOCC1	-7.9	-0.2	-21.4	1.5	14.8	-41.0	35.3	1.0	-15.5	14.5	x
CCOc1ccc(N(CC(=O)Nc2ccc(C)cc2C)S(C)(=O)=O)cc1	3.8	0.8	5.0	-25.8	1.2	-3.4	5.5	-1.0	-6.0	9.4	-0.6
O=C(c1ccccc1C(=O)N1CCN(c2ccccc2F)CC1)N1CCN(c2ccccc2F)CC1	9.3	4.7	8.8	3.7	-26.2	-21.4	0.3	-6.7	2.7	0.1	1.6
O=C(CCN1C(=O)/C(=C/c2ccccc2)SC1=S)NNC(=O)c1ccncc1	-4.8	-0.7	-8.8	12.9	-12.7	7.4	0.8	-3.2	-4.5	6.5	3.7
CCOC(=O)c1cnc(SC)nc1Sc1ccc(Cl)cc1Cl	-16.6	-3.0	12.1	8.1	3.1	17.2	11.4	12.6	7.9	-2.1	-2.1
COc1ccc(NC(=O)CSc2nc3ccccc3c(=O)n2CCCN2CCC(C)CC2)c(OC)c1	-21.8	-0.8	10.5	16.7	3.2	16.9	69.2*	7.6	-19.7	-13.4	3.4

Structures above printed as active in Peg3 prom inh:
SMILES	MITF TRPM1 inh	Shn3 inh set2	HIF-2a block	NR2E3 ag-1	CF NFkB block	Peg3 prom inh	EBV LMP1 NFkB	NR2E3 ag-2
COc1ccc(NC(=O)CSc2nc3ccccc3c(=O)n2CCCN2CCC(C)CC2)c(OC)c1	-21.8	10.5	16.7	3.2	16.9	69.2*	-19.7	3.4

(listing goes on)
smiles	MITF TRPM1 inh	iPSC survival up	Shn3 inh set2	HIF-2a block	NR2E3 ag-1	CF NFkB block	Peg3 prom inh	TRAIL sens C8	EBV LMP1 NFkB	KKLEB cytotox	NR2E3 ag-2
COc1ccc([C@H]2C[C@H](O)[C@@H](n3cc(C4CC4)nn3)CN2CC2CCCCC2)cc1	x	1.6	5.7	5.1	10.3	29.2	3.1	-10.9	5.2	-9.1	x
COc1ccc(C2C(C(=O)N3CCN(c4ccccn4)CC3)CC(=O)N2c2ccc(OC)cc2)cc1 (centres undefined)	-4.1	4.4	30.0	14.9	3.9	-3.0	42.7	-1.8	1.4	-3.5	2.3
COC(=O)C[C@@H]1C[C@@H]2c3cc(NS(=O)(=O)c4ccccc4)ccc3O[C@@H]2[C@@H](CO)O1	x	-1.7	0.3	-3.0	7.7	9.3	-7.3	-17.5	0.6	-3.0	x
COc1cc(/C=N/NC(=O)c2cccc(NC(=O)c3ccccc3C)c2)ccc1O	-9.9	-0.1	-18.0	-14.1	-9.3	13.5	-1.8	12.6	-3.3	-6.6	1.4
COc1ccc(NS(=O)(=O)c2c(C)cc(C)cc2C)cc1	4.7	-0.4	11.7	8.3	-12.3	17.8	30.1	5.0	1.5	-6.2	4.3
Cc1ccccc1N1C(=O)C(Oc2ccc(Cl)cc2)C1CNCCCOC(C)C (centres undefined)	9.0	-1.4	45.2	10.7	-13.6	-0.2	11.6	-5.5	1.7	-18.3	-2.2
CC(C)Cn1c(N)c(C(=O)COC(=O)c2cnccn2)c(=O)n(C)c1=O	8.9	0.4	3.0	12.7	5.1	2.0	7.5	-2.1	-2.4	-16.2	2.2
C/C(=N\NC(=O)c1cc(-c2ccncc2)nc2ccccc12)c1ccc(N2CCOCC2)cc1	5.3	1.2	-4.6	10.4	-51.4	-15.4	-3.9	-7.2	2.8	-0.9	1.9
CC(C)N(C(=O)CS(=O)(=O)c1ccc(Cl)c(Cl)c1)C(C)C	-3.3	0.7	-2.9	4.3	-7.3	-4.6	10.5	-1.5	-1.2	3.5	6.6
COc1ccccc1CNC(=O)C1CC(c2ccccc2F)=NO1 (centres undefined)	-8.0	0.2	-27.1	-73.9	-8.5	6.5	-66.2	11.8	-6.0	-2.6	-1.1
CCOc1ccccc1NS(=O)(=O)c1csc(C(N)=O)c1	-9.1	-0.5	-6.4	8.0	-26.3	19.7	0.9	-1.8	5.0	-14.4	-0.8
COc1ccc(/C=C/C2=CCN(Cc3ccc(OC)cc3)CC2)cc1	4.2	-1.2	18.3	-5.1	-15.3	-18.2	19.0	25.5	7.0	2.4	-0.6
CCOC(=O)C1CCN(S(=O)(=O)c2ccc3[nH]c4c(c3c2)CCCC4)CC1	12.4	0.7	33.7	13.8	-2.7	0.9	18.3	-7.2	8.9	-2.1	0.9
COc1ccc(C)cc1NC(=O)CSc1nnc(CC(=O)Nc2ccccc2C)n1C	1.7	2.2	-20.9	24.6	3.5	15.5	9.9	-9.8	-19.1	-0.6	-2.6
O=C(CN1C(=O)NC2(CCc3ccccc32)C1=O)Nc1cccc(Cl)c1 (centres undefined)	2.0	3.9	-7.2	19.1	-33.0	-10.1	3.4	-8.6	-22.5	-11.5	x
CN1CN(C)c2cccc3cccc1c23	16.3	0.7	13.3	10.9	-8.3	-35.7	22.0	-11.0	13.5	-9.3	-5.8
COc1ccc(C#Cc2c(-c3ccsc3)oc3ccc(-c4cc(OC)c(OC)c(OC)c4)cc23)cc1	1.4	-1.8	20.5	12.1	-21.7	22.0	6.4	-4.0	-1.3	-3.8	1.7
S=C(c1ccc2c(c1)OCO2)N1CCCC1	9.7	-1.2	11.4	5.1	5.3	6.3	-1.5	-5.9	-0.1	-7.6	4.5
CN(C(=O)CN1C(=O)c2ccccc2S1(=O)=O)c1ccccc1C(=O)O	2.2	-1.5	-20.7	5.0	-3.3	10.1	4.7	-4.8	-11.2	-2.2	1.1
O=C(NC(NC1CCS(=O)(=O)C1)C(=O)c1ccccc1)c1ccc(Cl)cc1 (centres undefined)	5.7	-0.6	1.6	-2.5	-27.2	-11.1	6.5	-13.5	-2.3	-3.3	-1.9
N#CCCn1cc(/C=N/O)c(-c2ccc(-c3ccccc3)cc2)n1	17.5	1.9	5.2	-24.3	-13.9	12.0	0.0	8.2	-4.5	-5.9	-2.9
CCn1c(SCC(=O)Nc2ccc(Cl)cc2)nnc1C1CC1	-3.8	-1.6	-1.0	-19.9	-16.3	0.8	-19.3	3.3	-4.4	-1.9	2.2
O=C1C2C3C=CC(CO)(O3)C2C(=O)N1c1ccccc1-c1ccccc1 (centres undefined)	23.4	-1.6	71.5	11.3	-10.2	76.2*	105.1*	-9.0	35.2	-30.8	1.9
Cn1c(N)c(C(=O)COC(=O)COc2ccc(Cl)cc2)c(=O)n(C)c1=O	1.8	-0.5	-2.9	5.2	-4.6	-19.6	-5.1	8.0	-2.2	-17.0	-2.2
O=C(CSc1nc(Nc2ccccc2)nc(N2CCOCC2)n1)Nc1ccc(Br)cc1F	-5.3	-0.3	6.9	13.0	-16.0	39.3	13.6	31.4	-23.2	-46.3	0.9
CCSCc1nc(N)nc(NCCc2ccccc2)n1	-0.2	0.2	-6.3	-41.8	-29.0	24.5	-19.4	-10.6	1.7	-2.4	3.7
COc1ccc(CC(=O)Nc2ccc(N3CCOCC3)cc2)cc1S(=O)(=O)N1CCOCC1	-2.6	0.0	-9.9	13.9	-4.9	-0.8	5.8	-7.5	-10.3	0.8	-3.1
CC(=O)C1=C(O)C(=O)N(c2ccc(Br)cn2)C1c1ccccc1[N+](=O)[O-] (centres undefined)	10.5	-0.7	-7.9	8.9	-10.3	-11.6	2.5	14.7	-1.8	2.4	-1.8
COc1ccc(C)cc1NC(=S)N1CCN(c2ccccn2)CC1	-6.6	-3.3	-0.8	3.7	-0.7	-8.2	-14.4	-4.7	-3.2	23.4	-2.5
Cn1c(=O)c2c(SCC(=O)N3CCOCC3)nc(C3CC3)nc2n(C)c1=O	x	2.0	18.3	3.1	-32.1	-23.0	5.7	18.1	-2.1	11.6	0.1
CC1CCC2(CC1)NC(=O)N(CC(=O)c1cn(CCC#N)c3ccccc13)C2=O (centres undefined)	-11.9	-0.9	x	18.1	-15.3	10.6	19.6	-3.7	-4.0	-0.3	1.6
COc1cccc(NC(=O)Cc2ccccc2)c1	-69.6	-1.6	-102.0	-302.8	-28.1	-8.1	-248.9	24.9	-20.5	-1.1	4.1
Cc1cc(C)c(C)c(S(=O)(=O)N2CCN(C)CC2)c1C	8.5	-0.2	4.1	15.2	-5.3	11.7	7.9	2.7	-1.6	2.4	1.4
C=CCOc1ccc(/C=C/C(=O)OCC(=O)NNC(=O)c2ccccc2F)cc1	5.1	6.1	11.3	19.8	5.2	-21.8	-6.7	-5.7	-2.2	3.2	x
N#Cc1cc(-c2ccccc2)oc1NC(=O)c1ccccc1	-14.3	-2.2	8.9	-30.2	-31.9	13.2	-7.6	-16.1	1.9	-0.5	0.5
CCCCOc1ccc(/C=C/C2=CC(C)(C)NC(=S)N2)cc1OCC	-17.3	-1.0	12.6	22.9	-8.2	5.8	30.3	11.9	-19.2	2.3	2.2
Cn1ccnc1C(=O)c1ccc(S(=O)(=O)N2CCCC2)cc1	-14.1	0.3	4.9	-43.4	-27.5	-1.9	-34.6	-5.5	-9.8	7.2	-0.8
Cc1c(NC(=O)c2cccs2)cccc1-c1nc2ccccc2s1	-17.9	0.4	-2.8	-115.7	-31.3	-14.0	-93.0	13.8	0.2	-2.5	-1.2
CC(=O)Nc1ccc(S(=O)(=O)NCCC(=O)N2CCN(c3ccccc3Cl)CC2)cc1	1.3	-2.3	-21.8	12.5	-0.9	-5.0	3.8	-9.3	1.2	7.7	x
Nc1nc(N2CCN(c3ccccn3)CC2)nc2ccccc12	-77.0	-0.3	-99.2	-290.5	-68.3	-11.6	-206.5	14.0	-4.7	-4.5	-2.3

Not all compounds are listed; the hit share may differ from the screen's.
